E-selectin induc: E-selectin induction in HUVECs, primary screen, imaging, HUVEC, immunofluorescence imaging, single point. normalized: neutral wells 0, TNF-alpha wells 100. AID 686992, 2013. P16581. hit rate 0.37% among 260,000. activation, % at 7.58 µM;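 active = mean E-selectin-positive cell signal at least 10% of the positive control, reached in at least 60% of replicates, without over 20% cell loss; inconclusive = no rule given, readout overlaps actives, possibly toxicity-flagged; inactive = the rest, including those meeting only one limit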;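 note: in these data hits start at about 27%; measured in HUVEC primary endothelial cells; signal is the percent of cells scored E-selectin positive by PE staining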
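Test system: HUVEC | Signal: Immunofluorescence imaging | Read-out: Percent E-selectin-positive cells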
DENV2 CPE rescue: inhibitors of DENV2 cytopathic effect, primary screen, cell-based, plate reader, single concentration. DENV2-infected cells, cytopathic effect rescue. hit rate 1.7% among 350,000. CPE inhibition, % at 9.99 µM. AID 651640, 2012; in the data active = CPE inhibition above about 20%, passing the limit was not always enough; inconclusive = no clear call, values can overlap the other calls; tested in BHK-21 cells;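 note: 0% = median of neutral control wells and 100% = median of positive control wells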
PglD DTNB: C. jejuni PglD acetyltransferase inhibitors, primary screen, biochemical, DTNB colorimetric, single point; UDP-N-acetylbacillosamine N-acetyltransferase PglD (Campylobacter jejuni); purified PglD enzyme, DTNB colorimetric CoA detection; inhibition, % at 12.5 µM; hit rate 0.098% among 360,000; in the data active = inhibition above about 16%, passing the limit was not always enough; inconclusive = no clear call, values can overlap the other calls; note: strong numbers were not always called active
S100A4 inh HTS: inhibitors of S100A4-myosin IIA peptide binding, primary screen, biochemical, fluorescence polarization, TAMRA-MyoIIA peptide; AID 652163, 2013; inhibition, % at 10.7 µM; Protein S100-A4 (Homo sapiens), P26447; hit rate 0.14% among 360,000;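 active = mean inhibition of at least 70% across replicates, with every replicate also reaching that level; inconclusive = mean inhibition reaches 70% but some replicates fall short; inactive = mean inhibition below 70%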
Target sequence (P26447 whole entry, looked up): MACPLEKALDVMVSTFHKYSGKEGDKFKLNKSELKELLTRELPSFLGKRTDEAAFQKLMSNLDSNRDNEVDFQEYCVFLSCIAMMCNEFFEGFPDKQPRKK
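Test system: S100A4 monomer protein; Medium: HEPES pH 7.2 with CaCl2, KCl, NaCl, DTT, Triton; Probe or stimulus: TAMRA-labelled myosin IIA heavy-chain peptide probe, 5 nM; Doses: one dose per compound; Times: polarization read 5 min after assay mix addition, stable 5–60 min; Benchmarks: neutral control DMSO, positive control TFP.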
ERp5 inh: inhibitors of ERp5-driven insulin aggregation, primary screen, biochemical, turbidity, absorbance 650 nm, single point. Protein disulfide-isomerase A6 (Homo sapiens), Q15084. 90 min. inhibition, % at 9.99 µM. hit rate 0.05% among 350,000. AID 651711, 2012;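 active = mean replicate inhibition above about 25%, with every replicate also reaching it, limit read from the data, passing the limit was not always enough; inconclusive = only one of those two criteria met; inactive = neither criterion met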
Target sequence (Q15084 whole entry, looked up): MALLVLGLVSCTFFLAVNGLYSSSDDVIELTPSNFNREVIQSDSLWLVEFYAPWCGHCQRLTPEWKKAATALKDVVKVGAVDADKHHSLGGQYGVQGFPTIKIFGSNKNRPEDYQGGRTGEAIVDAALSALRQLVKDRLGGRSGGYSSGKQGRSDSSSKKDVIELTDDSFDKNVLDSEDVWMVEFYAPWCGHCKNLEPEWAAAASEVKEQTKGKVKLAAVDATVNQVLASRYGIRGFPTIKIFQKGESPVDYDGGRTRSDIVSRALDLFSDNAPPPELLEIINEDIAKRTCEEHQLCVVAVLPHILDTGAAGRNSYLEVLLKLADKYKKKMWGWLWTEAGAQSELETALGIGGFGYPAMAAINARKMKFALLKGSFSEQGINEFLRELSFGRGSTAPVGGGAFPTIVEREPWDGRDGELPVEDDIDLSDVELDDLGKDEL
SIRT5 block: SIRT5 desuccinylase inhibitors, primary screen, biochemical, fluorescence imaging, single point, set 5; NAD-dependent protein deacylase sirtuin-5, mitochondrial (Homo sapiens), Q9NXA8; Purified SirT5, succinyl-peptide AMC, trypsin-coupled fluorescence; inhibition, % at 15 µM; hit rate 1.1% among 330,000; AID 652115, 2013; in the data active = inhibition above about 15%; inconclusive = no clear call, values can overlap the other calls
Target sequence (Q9NXA8 whole entry, looked up): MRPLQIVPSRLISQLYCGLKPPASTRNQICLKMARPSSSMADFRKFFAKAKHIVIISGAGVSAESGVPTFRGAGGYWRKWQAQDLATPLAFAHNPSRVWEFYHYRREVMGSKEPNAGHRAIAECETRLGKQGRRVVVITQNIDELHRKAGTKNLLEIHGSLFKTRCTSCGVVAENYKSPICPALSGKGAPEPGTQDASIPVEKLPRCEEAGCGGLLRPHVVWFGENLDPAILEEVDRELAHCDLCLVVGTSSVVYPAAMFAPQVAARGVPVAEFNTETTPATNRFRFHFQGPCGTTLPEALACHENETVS
Statin myotox sup: suppressors of statin myotoxicity in C2C12 myotubes, primary screen, cell-based, single point, plate reader; hit rate 0.78% among 330,000; C2C12 myotubes + simvastatin, ATP luminescence, 48 h; scaled: DMSO 0, geranylgeraniol control 100; rescue of ATP level, % at 7.49 µM;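 active = mean ATP rescue above about 67%, or every replicate alone reaching that limit, limit read from the data, passing the limit was not always enough; inconclusive = no clear call, values can overlap the other calls; inactive = mean under the limit and some replicate under it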;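 note: myotubes were challenged with 10 µM simvastatin during compound exposure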
* marks the source's active call; other numbers are inactive results; ? = inconclusive; . = no result given. Some of the compounds tested, so the mix of outcomes need not match the whole.

| Molecule | E-selectin induc | DENV2 CPE rescue | PglD DTNB | S100A4 inh HTS | ERp5 inh | SIRT5 block | Statin myotox sup |
| --- | --- | --- | --- | --- | --- | --- | --- |
| O=C(Nc1nc(-c2ccccn2)cs1)c1ccc(-c2ccccc2F)o1 | 19 | -2 | 2 | 6 | -8 | 4 | -124 |
| C/C=C/c1ccc([C@@H]2[C@H](CO)N(C(=O)C3CC3)[C@H]2CN(CC)C(C)=O)cc1 | -0.1 | 4 | 2 | 11 | -3 | 5 | 0 |
| CC12CCC(=O)C=C1CCCC2=O (centres undefined) | -0.1 | -13 | -5 | -6 | 0 | -6 | 0 |
| Cc1cccc(CN2CCC(n3nccc3NC(=O)CCCc3ccccc3)CC2)n1 | . | 0 | 1 | -5 | 3 | 6 | -5 |
| O=c1c2c3c(sc2n2c(=S)[nH]nc2n1-c1ccccc1)CCC3 | 0.0 | 2 | 6 | 0 | -2 | 0 | 22 |
| Cn1c(N)c(C(=O)COC(=O)CCc2nc3ccccc3s2)c(=O)n(C)c1=O | . | 0 | -3 | -2 | 2 | -6 | 6 |
| CC(=O)Nc1ccc(NC(=O)CSc2ccc(-c3ccc(-n4ccnc4)cc3)nn2)cc1 | -0.3 | -5 | 2 | -5 | 0 | -2 | -8 |
| S=C(Nc1ccc(Cl)cc1)NC1CCN(Cc2ccccc2)CC1 | 0.4 | 4 | . | -12 | 7 | 1 | . |
| O=C(Nc1cccc(Cl)c1)Nc1nnc(-c2ccncc2)s1 | -1.8 | -5 | . | -7 | 2 | -3 | . |
| CC(C)Cc1cc(C(=O)N2CCN(c3ccc(F)cc3)CC2)no1 | . | 1 | -5 | -11 | 3 | -2 | 19 |
| C[C@H](CO)N1C[C@H](C)[C@H](CN(C)S(=O)(=O)c2ccc(Cl)cc2)OCCCC[C@H](C)Oc2ccc(NS(=O)(=O)c3ccc(Cl)cc3)cc2C1=O | 0.3 | ? | -1 | . | . | . | . |
| CCN(CC)S(=O)(=O)c1cc(NS(=O)(=O)c2cccc(Cl)c2)ccc1C | . | -8 | 8 | -7 | 8 | -2 | . |
| CCOC1=C/C(=C/c2c(N)n3nc(-c4ccccc4)sc3nc2=O)C=CC1=O | . | 1 | . | -2 | 7 | 1 | . |
| COc1ccc(NS(=O)(=O)c2cc(NC(=O)CC(=O)c3ccc([N+](=O)[O-])cc3)ccc2C)cc1 | 8.7 | -6 | . | -3 | 3 | -3 | . |
| C[C@H](CO)N1C[C@H](C)[C@H](CN(C)C)OCCCC[C@H](C)Oc2ccc(NC(=O)CCC(F)(F)F)cc2C1=O | 0.1 | -1 | 2 | 0 | 3 | -3 | -13 |
| C[C@H]1CN([C@@H](C)CO)C(=O)c2cc(NC(=O)Cc3cn(C)c4ccccc34)ccc2O[C@H]1CN(C)C | -6.5 | -3 | 5 | 38 | 0 | 6 | 0 |
| COc1ccc(CN(C)C[C@@H]2Oc3ccc(NS(=O)(=O)c4ccccc4)cc3C(=O)N([C@@H](C)CO)C[C@@H]2C)cc1 | 2.4 | -4 | 2 | 9 | 0 | 2 | 3 |
| C[C@H](CO)N1C[C@H](C)[C@@H](CN(C)Cc2ccc(C(F)(F)F)cc2)Oc2ccc(NC(=O)c3ccncc3)cc2CC1=O | 0.0 | 16 | 3 | 2 | -1 | 8 | 47 |
| COCC#Cc1cnc2c(c1)C(=O)N([C@@H](C)CO)C[C@H](C)[C@@H](CN(C)C(=O)C1CCC1)O2 | -0.3 | 2 | 20* | -1 | 4 | 3 | 8 |
| COc1cccc(CC(NC(C)=O)C(=O)NC2CCN(C(=O)NCc3ccccc3)CC2)c1 (centres undefined) | . | ? | -1 | -5 | -2 | -5 | 23 |
| CN(C)S(=O)(=O)n1cnc(C(CCO)c2ncn(S(=O)(=O)N(C)C)c2CCCO)c1 (centres undefined) | -0.1 | . | 0 | 7 | 9 | . | 10 |
| O=C(CSc1nnc(CNC(=O)c2cccc(C(F)(F)F)c2)o1)NCC1CCCO1 (centres undefined) | 0.0 | -12 | 1 | 1 | 7 | -2 | -2 |
| OC(CCCN1CCC(O)(c2ccc(Cl)cc2)CC1)c1ccc(F)cc1 (centres undefined) | -0.4 | 4 | -2 | -8 | -8 | -2 | -9 |
| Cc1nc(SCCO)c([N+](=O)[O-])[nH]1 | . | 7 | . | 6 | -1 | -1 | 1 |
| O=C(CC[C@H]1O[C@@H](n2cnc3c(NC(=O)c4ccccc4)ncnc32)[C@H](O)[C@@H]1O)NCC1CCCO1 (some centres undefined) | -0.2 | 18 | 2 | 0 | -2 | 3 | -8 |
| CS(=O)(=O)N(CC(=O)NCc1ccc2c(c1)OCO2)C1CCCCC1 | . | 0 | . | 5 | 4 | -4 | 4 |
| C=CCN1CN(S(=O)(=O)c2ccc(OC)cc2)c2nc3ccccc3nc21 | . | -2 | 7 | 15 | -3 | -1 | 50 |
| CCn1c(SCC(=O)Nc2ccc(C)cc2)nc2sc3c(c2c1=O)CCN(C)C3 | . | 2 | 2 | -6 | 1 | -10 | 14 |
| O=C(C[C@H]1C[C@H]2c3cc(NC(=O)Cc4ccncc4)ccc3O[C@H]2[C@@H](CO)O1)NCc1ccccc1 | 0.8 | -6 | -2 | -11 | -5 | -3 | -3 |
| C=C[C@H](COC(C)=O)N(Cc1ccc(OC(C)=O)c(OC)c1)S(=O)(=O)c1ccc(Br)cc1 | . | 14 | -1 | 0 | 3 | -4 | . |

Part of the list above, reduced to Statin myotox sup, SIRT5 block and E-selectin induc.
| smiles | Statin myotox sup | SIRT5 block | E-selectin induc |
| --- | --- | --- | --- |
| CCOC1=C/C(=C/c2c(N)n3nc(-c4ccccc4)sc3nc2=O)C=CC1=O | . | 1 | . |
| CCN(CC)S(=O)(=O)c1cc(NS(=O)(=O)c2cccc(Cl)c2)ccc1C | . | -2 | . |
| Cc1cccc(CN2CCC(n3nccc3NC(=O)CCCc3ccccc3)CC2)n1 | -5 | 6 | . |

The listing continues.
structure	E-selectin induc	DENV2 CPE rescue	PglD DTNB	S100A4 inh HTS	ERp5 inh	SIRT5 block	Statin myotox sup
COc1ccc(CN(C)C[C@@H]2OCCCC[C@@H](C)Oc3ccc(NS(=O)(=O)c4cccs4)cc3C(=O)N([C@@H](C)CO)C[C@H]2C)cc1	0.0	27*	-2	17	4	2	.
Cc1ccc(OCC(=O)NNC(=O)C2CCN(c3ncnc4sc(C)c(C)c34)CC2)cc1	2.0	13	.	1	1	2	4
NC(=O)c1c(N)sc2c1CCCC2	0.4	1	6	1	8	.	-5
C[C@@H]1CN([C@@H](C)CO)C(=O)c2cc(NC(=O)Nc3ccc4c(c3)OCO4)ccc2O[C@H]1CN(C)C(=O)Nc1ccc(F)cc1	-3.5	?	3	.	.	.	24
S=C(NCCNC(=S)Nc1ccccc1Cl)Nc1ccccc1Cl	-0.3	-2	2	-12	4	-5	5
CCOc1ccc(Cl)cc1CNCCNCCO	.	-10	-1	-5	6	-4	14
Cc1ccc(-n2nnnc2CS(=O)(=O)c2ccccc2)c(C)c1	-1.4	-7	-3	-9	-3	0	-1
O=C(c1ccc(-c2nc3ccccc3s2)s1)N1CCOCC1	.	-4	.	-2	3	12	.

structure	E-selectin induc	DENV2 CPE rescue	PglD DTNB	S100A4 inh HTS	ERp5 inh	SIRT5 block	Statin myotox sup
CN(C(=O)CSc1ncnc2ccccc12)C1CCS(=O)(=O)C1 (centres undefined)	0.0	10	-1	10	-8	1	2
O=C(C[C@@H]1CC[C@H]2[C@@H](COC[C@H](O)CN2C(=O)Nc2ccc(F)cc2)O1)NC1CCC1	0.1	0	1	.	.	.	2
CCOc1cc(OCC)cc(C(=O)N2CCC[C@H]2C(=O)N2CCC[C@H]2C(=O)N[C@H](C)c2ccccc2)c1	0.1	8	.	5	-10	-6	.
Cc1nc2nc[nH]n2c(=O)c1CCOC(=O)c1ccccc1F	.	-1	.	5	3	-5	.
Cc1cc(C)n2nc(SCC(=O)N3CCN(c4ccc(F)cc4)CC3)nc2n1	0.6	0	-1	-1	-1	-21	7
COc1ccc(NC(=O)N(C)C[C@@H]2OCCCC[C@@H](C)Oc3ccc(NC(=O)c4ccncc4)cc3C(=O)N([C@@H](C)CO)C[C@H]2C)cc1	0.1	41*	6	.	.	.	.
O=C1CNC[C@H]2[C@@H](c3ccc(C#CC4CCCC4)cc3)[C@@H](CO)N12	-0.1	10	.	88*	2	-2	.
O=C(Nc1ccccc1C(=O)NCCN1CCOCC1)c1cccc([N+](=O)[O-])c1	.	-5	6	-14	0	-1	5

structure	E-selectin induc	DENV2 CPE rescue	PglD DTNB	S100A4 inh HTS	ERp5 inh	SIRT5 block	Statin myotox sup
O=C(O)Cn1c(Cc2ccccc2)nc2ccccc21	.	?	-6	-1	7	2	3
CCC(=O)Nc1ccc2c(c1)C(=O)N(C)[C@@H]1CC[C@@H](CC(=O)NCc3ccccc3)O[C@H]1CO2	0.1	16	-1	-14	-6	-11	-15
CC(C)NC(=O)Nc1cccc2c1O[C@@H](CN(C)Cc1ccc3c(c1)OCO3)[C@@H](C)CN([C@H](C)CO)C2=O	-0.1	-6	.	-32	0	-2	.
COc1cccc2c(=O)c(C(=O)O)c[nH]c12	.	-5	6	1	-6	-6	24
CC(C)OCC(O)Cn1c(N2CCCC2)nc2c1c(=O)n(C)c(=O)n2C (centres undefined)	.	-1	-5	2	-3	.	2
C[C@H](CO)N1C[C@H](C)[C@@H](CN(C)C(=O)c2ccc3c(c2)OCO3)Oc2cc(-c3cncnc3)ccc2S1(=O)=O	-0.2	-12	-3	-7	-1	-2	-10
C[C@@H]1CN([C@@H](C)CO)C(=O)c2cccc(NC(=O)Nc3cccc4ccccc34)c2O[C@H]1CN(C)C(=O)Nc1ccccc1	0.3	9	6	105*	2	6	15
CCN(CC)C(=O)c1[nH]cnc1C(=O)Nc1ccc(C)cc1	-0.1	14	0	1	4	4	1
CCn1c(=O)n(CC)c2cc(S(=O)(=O)N3CCC(c4ccccc4)CC3)ccc21	.	.	-1	-6	3	-2	20

Not a retest: 3 of the compounds above.
structure	E-selectin induc	DENV2 CPE rescue	PglD DTNB	S100A4 inh HTS	ERp5 inh	SIRT5 block	Statin myotox sup
C[C@@H]1CN([C@@H](C)CO)C(=O)c2cccc(NC(=O)Nc3cccc4ccccc34)c2O[C@H]1CN(C)C(=O)Nc1ccccc1	0.3	9	6	105*	2	6	15
CCN(CC)C(=O)c1[nH]cnc1C(=O)Nc1ccc(C)cc1	-0.1	14	0	1	4	4	1
CCn1c(=O)n(CC)c2cc(S(=O)(=O)N3CCC(c4ccccc4)CC3)ccc21	.	.	-1	-6	3	-2	20

Source: PubChem BioAssay
